CRFR2-BP antag: antagonists of CRF-binding protein/CRF-R2 receptor complex. HEK293 CRF-R2/CRF-BP, CRF-induced calcium fluorescence. inhibition, % at 11.8 µM. 350,000 tested, 0.59% active. AID 588475;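 active = inhibition of the ligand-induced calcium signal above about 50% at the single tested concentration, limit read from the data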
FID counter: counter-screen for HCV NS3 helicase inhibitors: DNA intercalator displacement; DNA fluorescent intercalator displacement, fluorescence; inhibition, % at 7.9 µM; 290,000 tested, 0.17% active; AID 1845; in the data active = inhibition above about 37%;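 note: 0% = vehicle and 100% = reference compound; higher means more ethidium bromide displaced from hairpin DNA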
GalR3 antagonist: blocks the human galanin receptor 3; O60755; HEK293 GalR3-CNG cAMP membrane potential fluorescence; galR3 body fused to GalR1 C-terminus; inhibition, % at 3 µM; 360,000 tested, 0.44% active; AID 651719;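 active = inhibition above the screen-wide average plus 3 SD, cut at about 13% in these data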;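 note: forskolin and galanin both at EC90 stimulate the cells; cAMP rise reported by CNG channel membrane potential dye signal; 0% = forskolin plus galanin with DMSO and 100% = forskolin alone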
Target sequence (O60755 1-299 limits assumed): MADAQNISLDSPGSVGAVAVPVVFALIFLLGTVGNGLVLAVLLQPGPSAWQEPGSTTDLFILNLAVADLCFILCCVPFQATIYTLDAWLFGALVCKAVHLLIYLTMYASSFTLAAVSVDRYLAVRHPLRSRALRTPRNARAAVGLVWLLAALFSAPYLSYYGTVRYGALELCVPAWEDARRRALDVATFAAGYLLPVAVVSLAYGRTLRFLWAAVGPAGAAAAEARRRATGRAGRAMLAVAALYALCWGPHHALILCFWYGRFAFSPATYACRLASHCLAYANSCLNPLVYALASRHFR
MEKK2 WT-MEK5: raises or lowers MEK5 binding to wildtype human MEKK2 PB1 domain; AID 1531; 290,000 tested, 1.1% active; bead flow cytometry, Alexa488-MEK5 binding to MEKK2 WT; actives lie on both sides; binding response (% of control), % at 10 µM; Q9Y2U5; in the data active = binding response below about 67% or above about 130%
MEKK3 PB1 HTS: modulators (inhibitors or enhancers) of MEK5 binding to human MEKK3 PB1 domain; bead-based flow cytometry, Alexa488-MEK5 binding to MEKK3; actives lie on both sides; 0 = blocked by unlabeled MEK5, 100 = vehicle; Q99759; 290,000 tested, 1.4% active; binding response (% of control), % at 10 µM;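 active = binding response more than 3 SD above or below the average of its plate-row segment, actives on both sides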;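 note: Alexa488 bead fluorescence after subtracting the streptavidin-only scavenger bead signal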
Target sequence (Q99759 whole entry, looked up, the tested form may be a part): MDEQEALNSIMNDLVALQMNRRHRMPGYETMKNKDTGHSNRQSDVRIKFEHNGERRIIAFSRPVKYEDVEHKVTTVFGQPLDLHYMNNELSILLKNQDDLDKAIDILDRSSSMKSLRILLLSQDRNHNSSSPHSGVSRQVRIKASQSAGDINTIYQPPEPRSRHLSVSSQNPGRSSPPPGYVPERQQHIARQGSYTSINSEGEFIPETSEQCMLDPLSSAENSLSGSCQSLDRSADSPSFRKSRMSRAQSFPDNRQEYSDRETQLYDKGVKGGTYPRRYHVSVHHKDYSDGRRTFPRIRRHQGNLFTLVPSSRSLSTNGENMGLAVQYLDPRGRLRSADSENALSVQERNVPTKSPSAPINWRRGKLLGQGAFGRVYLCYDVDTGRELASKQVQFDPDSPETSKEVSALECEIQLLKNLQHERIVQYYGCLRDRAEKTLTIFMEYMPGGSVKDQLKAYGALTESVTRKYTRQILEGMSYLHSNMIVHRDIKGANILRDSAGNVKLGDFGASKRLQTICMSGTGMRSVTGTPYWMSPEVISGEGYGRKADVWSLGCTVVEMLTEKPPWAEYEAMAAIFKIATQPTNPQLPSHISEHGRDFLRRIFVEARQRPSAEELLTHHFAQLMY
MEKK2 mut-MEK5: signal of MEK5 binding to mutant human MEKK2 PB1 domain; AID 1530; 290,000 tested, 0.35% active; percent response, % at 10 µM; bead flow cytometry, Alexa488-MEK5 binding to MEKK2 mutant; in the data active = percent response above about 24%, passing the limit was not always enough; note: inactives centre near 1; some results filed as inactive read as strong as hits
SUMO HTRF inh: blocks human SUMOylation mediated by UBC9; AID 2006; HTRF SUMOylation assay, SAE1/SAE2 + UBC9, in vitro; 290,000 tested, 0.36% active; inhibition, % at 35 µM; P63279; in the data active = inhibition above about 50%, passing the limit was not always enough; note: strong numbers were not always called active
Target sequence (P63279 whole entry, looked up): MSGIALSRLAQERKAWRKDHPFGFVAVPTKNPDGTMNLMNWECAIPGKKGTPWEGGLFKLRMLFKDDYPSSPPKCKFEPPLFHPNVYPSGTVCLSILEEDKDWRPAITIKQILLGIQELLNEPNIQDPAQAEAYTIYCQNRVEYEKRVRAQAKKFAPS
HCV NS3 hel inh: inhibitors of Hepatitis C virus NS3 helicase; 290,000 tested, 0.56% active; AID 1800; inhibition, % at 10.9 µM; NS3 helicase DNA unwinding, Cy5 molecular beacon fluorescence;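 active = inhibition above the mean of all tested compounds plus 3 SD, set per campaign, cut at about 35% in these data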;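 note: 0% = DMSO wells and 100% = thioflavine S control wells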
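Compound dosing – single dose, 10.9 µM nominal final, DMSO 0.8% final · System – NS3 helicase fragment of HCV · Buffer or medium – MOPS pH 6.5, MgCl2, DTT, Tween20, BSA · Signal – Cy5 beacon fluorescence read at start and 1 h · Also added – annealed dual-labelled DNA beacon duplex, ATP-started · Schedule – 1 h at 25 °C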
CRFR2-BP ag: agonists of human CRF-binding protein/CRF-R2 receptor complex. HEK293 CRF-R2/CRF-BP, calcium dye fluorescence (FLIPR); percent of saturating CRF peptide response. activation, % at 13.2 µM. 350,000 tested, 0.46% active. AID 588473;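 active = activation of at least 50%, plus an integration ratio under a set limit after plate pattern correction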;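 note: plate controls were neutral control wells without compound for no effect and CRF at EC100 for full effect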
Starred values were filed as active, the others as inactive; . = no result given. The list is partial; rates above refer to the full screens.

SMILES	CRFR2-BP antag	FID counter	GalR3 antagonist	MEKK2 WT-MEK5	MEKK3 PB1 HTS	MEKK2 mut-MEK5	SUMO HTRF inh	HCV NS3 hel inh	CRFR2-BP ag
N#Cc1cc(S(=O)(=O)N2CCOCC2)ccc1N1CCOCC1	2	-11	1	103	96	3	1	22	-0.3
O=C(Nc1ccccc1)c1ccc(NCC2CCCO2)c(S(=O)(=O)N2CCOCC2)c1 (centres undefined)	12	3	-5	103	105	4	-6	1	0.0
O=C1NC(c2cccc([N+](=O)[O-])c2)=CCN1c1ccccc1O	7	-1	-6	101	105	6	13	2	3.8
Cc1cc(NC(=O)c2sc3ccccc3c2O)no1	5	-8	-1	98	102	-2	13	-1	-0.1
O=C1C2CCCCN2C(=O)N1CCCCN1CCN(c2ccc([N+](=O)[O-])cc2)CC1 (centres undefined)	8	1	-3	102	100	6	-14	-2	-1.1
C=CCN1C(=O)/C(=C\c2ccc(Oc3nc(N4CCOCC4)nc(N4CCOCC4)n3)c(OC)c2)SC1=S	-16	0	-2	88	93	-3	-20	10	-1.8
S=C(NC1CCCCCC1)NC1CCCC1	5	-4	-2	99	102	0	2	7	0.8
CCc1cccc2c1NC(=O)C2(O)N1CCCC(C)C1 (centres undefined)	-15	-13	-2	109	110	9	4	-10	3.0
CSc1ccc(CN2CCN(C3CCCC3)C(CCO)C2)cc1 (centres undefined)	2	5	-6	105	101	5	12	-1	2.4
COC(=O)C(Cc1ccc(OC(=O)c2ccccc2Cl)cc1)N1Cc2ccccc2C1=O (centres undefined)	5	-33	-6	101	105	0	-5	-26	7.3
CC(=O)Nc1ccc(/C=C(\C#N)C(=O)NC2CCCCC2)cc1	-49	-26	-2	100	98	-2	22	-4	-0.7
CCOC(=O)N1CCN(CC(=O)Nc2nc3ccc(OC)cc3s2)CC1	-11	-28	-10	102	98	-2	-11	8	-1.1
CC(C)c1ccc(-c2nnc(N)s2)cc1	13	-9	-6	103	103	-1	11	7	-3.1
CCN(CC)CCNCc1ccc(OCc2ccc(Cl)nc2)c(OC)c1	-1	11	-3	101	95	1	-2	-1	-0.6
O=C(CSc1nc(Nc2ccccc2)nc(N2CCOCC2)n1)Nc1ccccc1Cl	-27	-2	-1	96	104	1	-13	2	3.0
Cc1cc(F)ccc1NCC(=O)Nc1ccccc1Br	11	1	1	115	99	5	-22	-4	-4.2
Cc1ccc(NC(=O)c2ccc(F)cc2)nc1	-2	1	0	92	98	-7	10	-18	15
COc1ccc(C2C(C(=O)N3CCOCC3)CCC(=O)N2c2ccc(OC)cc2)cc1 (centres undefined)	-12	-8	-6	96	95	-6	13	0	0.7
O=C(Cc1cnc2ncnn2c1)N1CCc2c([nH]c3ccccc23)C1c1ccccn1 (centres undefined)	-10	0	-7	101	99	1	-9	7	-2.1
COc1cc(C(=O)OCC(=O)NC(=O)C2CCCCC2)ccc1OC(F)F	-6	-3	-7	102	106	0	6	7	0.1
COc1ccc(NS(=O)(=O)c2ccc(NC(=S)NC(=O)CC(C)C)cc2)cc1	-27	-10	-2	91	90	-16	10	-5	5.0
Cc1ccnc(NC(=O)Cc2c(F)cccc2Cl)c1	0	-11	-10	110	107	3	-1	5	-0.6
CC(CP(=O)(O)O)NC(=O)Cc1ccccc1 (centres undefined)	-8	2	1	103	102	3	17	-5	0.4
Cc1ccc(NC(=O)c2cc3cccc([N+](=O)[O-])c3[nH]2)cc1	-2	15	-3	100	98	4	-7	3	-1.8
COc1ccccc1NC(=O)CCN1C(=O)/C(=C/c2cc(OC)c(OC)c(OC)c2)SC1=S	1	-2	0	80	99	0	10	-1	2.3
SMILES	CRFR2-BP antag	FID counter	GalR3 antagonist	MEKK2 WT-MEK5	MEKK3 PB1 HTS	MEKK2 mut-MEK5	SUMO HTRF inh	HCV NS3 hel inh	CRFR2-BP ag
C=CCN(CC=C)C(=O)CN1C(=O)NC(Cc2c[nH]c3ccccc23)C1=O (centres undefined)	-8	-11	-10	106	105	6	1	-8	0.8
O=S(=O)(NCc1ccccc1)c1cccc2cccnc12	-6	-3	10	.	.	.	2	-5	9.2
COc1ccc(C2/C(=C(\O)c3ccc4c(c3)OCCO4)C(=O)C(=O)N2CCCn2ccnc2)cc1 (centres undefined)	2	-9	0	95	94	-2	2	7	-0.2
Cc1cccc(Nc2nnc(SCC(=O)NC(=O)Nc3ccc4c(c3)OCCO4)s2)c1	-14	3	-7	97	96	-2	8	-7	5.0
O=C(NCCCn1ccnc1)C1CCCN(S(=O)(=O)c2cc(Cl)ccc2Cl)C1 (centres undefined)	7	2	-8	101	100	1	-5	-12	-0.3
Cc1ccccc1C(=O)N1CCN(c2ccc(NC(=O)c3ccc4c(c3)OCCO4)cc2)CC1	-18	-43	0	102	101	7	0	-5	-0.8
Cc1cccc(OCC(=O)Nc2ccc(C(=O)Nc3ccccc3C(=O)O)cc2)c1C	19	6	3	100	101	-3	7	-12	0.7
COCCCN(C(C)=O)c1nc(-c2ccc(OC)cc2)cs1	-37	-28	-5	100	100	-2	19	7	-0.5
O=C(NCc1ccccc1)/C(=C\c1ccccc1)NC(=O)c1ccco1	4	-6	4	99	100	-3	-1	6	0.6
CC(C)c1nc2sc3c(c2c(=O)n1N)CC(C)(C)OC3	-27	-5	-6	106	105	8	9	0	-2.5
COc1ccc(C(=O)/C=C/Nc2cc(C)on2)c(OC)c1	6	-6	-3	89	93	-7	11	-2	-0.1
CC1(C)CC(NC(=O)C2CCN(S(=O)(=O)c3ccccc3C(F)(F)F)CC2)CC(C)(C)N1	-2	14	5	105	100	7	-14	-2	0.9
CCSc1nnc(NC(=O)c2cccnc2Cl)s1	1	0	-2	95	111	6	-15	3	1.6
O=C(N/N=C/c1cc(Cl)c(O)c(Cl)c1)c1cc2c(ccc3ccccc32)o1	-7	-36	-3	98	102	5	42	45*	-0.7
CCC(CC)c1nnc(NC(=O)CCS(=O)(=O)Cc2ccccc2)s1	-31	-32	-8	94	99	-7	7	-6	1.6
CC(=O)c1cccc(S(=O)(=O)NCC(C)(C)N2CCOCC2)c1	4	-4	-3	103	100	2	8	0	-1.0
COC(=O)CON1C(=O)c2ccccc2C1=O	17	1	0	105	102	2	9	0	-1.9
CCCCc1ccc(NC(=O)N2CCN(c3cc(C)nc4ccccc34)CC2)c(C)c1	-5	12	.	111	103	8	-24	-46	-1.2
COC(=O)CNC(=O)c1cn(CC(C)C)c(=O)c2cc(OC)c(OC)cc12	-11	-6	1	100	102	-3	16	4	0.6
COc1ccccc1CNC(=O)N1CCN(c2ccccc2)CC1	21	-29	-9	96	98	0	2	19	-0.3
Cc1ccc2cc(C(c3nnnn3CC3CCCO3)N3CCc4ccccc4C3)c(=O)[nH]c2c1 (centres undefined)	-4	-1	-2	93	96	-2	40	-7	0.1
O=C(CCNS(=O)(=O)c1ccc(Cl)cc1)N1CCC2(O)CCCCC2C1 (centres undefined)	-6	-9	1	98	97	-7	6	-3	1.2
CC(NC(=O)COC(=O)CCc1ccc(S(=O)(=O)N2CCOCC2)cc1)C1CC2CCC1C2 (centres undefined)	11	-35	-2	98	95	-2	-7	-7	2.0
CCN(C(=O)COC(=O)/C=C/c1ccccc1[N+](=O)[O-])C1CCS(=O)(=O)C1 (centres undefined)	4	-3	-3	101	97	-2	-10	0	-0.5
O=C(CNCc1ccccn1)Nc1cc(C(F)(F)F)ccc1N1CCOCC1	-38	15	-5	109	102	5	-9	-36	-0.1

Given in markdown: entries from further up.
| SMILES | CRFR2-BP antag | FID counter | GalR3 antagonist | MEKK2 WT-MEK5 | MEKK3 PB1 HTS | MEKK2 mut-MEK5 | SUMO HTRF inh | HCV NS3 hel inh | CRFR2-BP ag |
| --- | --- | --- | --- | --- | --- | --- | --- | --- | --- |
| O=C(CCNS(=O)(=O)c1ccc(Cl)cc1)N1CCC2(O)CCCCC2C1 (centres undefined) | -6 | -9 | 1 | 98 | 97 | -7 | 6 | -3 | 1.2 |
| CC(NC(=O)COC(=O)CCc1ccc(S(=O)(=O)N2CCOCC2)cc1)C1CC2CCC1C2 (centres undefined) | 11 | -35 | -2 | 98 | 95 | -2 | -7 | -7 | 2.0 |

Other records.
SMILES	CRFR2-BP antag	FID counter	GalR3 antagonist	MEKK2 WT-MEK5	MEKK3 PB1 HTS	MEKK2 mut-MEK5	SUMO HTRF inh	HCV NS3 hel inh	CRFR2-BP ag
O=C(c1ccco1)N1CCN(C23CC4CC(CC(C4)C2)C3)CC1	-1	-2	-4	106	101	6	-6	2	0.3
COC(=O)Nc1ncc(CN2CCCCC2)s1	2	-1	-4	107	101	6	3	2	-1.9
O=C(CN1CCN(S(=O)(=O)c2ccc(Br)cc2)CC1)N/N=C/c1ccc(Br)s1	-11	-22	-3	93	95	-11	-7	-13	1.0
Cc1nc(NCC2CCCO2)c2nnn(Cc3ccccc3Cl)c2n1 (centres undefined)	10	-20	.	109	107	5	-12	2	-4.5
COc1ccc(C(=O)Cc2ccc3c(c2)OCO3)c(O)c1	24	-4	-1	97	97	-1	24	-1	-0.3
Cc1cccc(N2CCN(S(=O)(=O)c3c(C)[nH]c(C)c3C(=O)N3CCCC3)CC2)c1C	3	-33	-7	96	94	-9	-6	16	-1.9
Cc1ccc(-n2ncc3c2CCCC3NC(=O)c2ccccc2N2CCOCC2)cc1C (centres undefined)	-2	-37	0	108	103	5	2	-9	-13
NS(=O)(=O)c1cccnc1Nc1cccc(Cl)c1	1	-2	-5	105	106	7	-7	5	1.4
Cc1ccc(S(=O)(=O)Cn2nnnc2C(C(C)C)N2CCC(C(N)=O)CC2)cc1 (centres undefined)	-4	-21	4	103	103	3	2	4	0.1

Filtered by structure: the compounds so far with a Cl atom (10)
SMILES	CRFR2-BP antag	FID counter	GalR3 antagonist	MEKK2 WT-MEK5	MEKK3 PB1 HTS	MEKK2 mut-MEK5	SUMO HTRF inh	HCV NS3 hel inh	CRFR2-BP ag
COC(=O)C(Cc1ccc(OC(=O)c2ccccc2Cl)cc1)N1Cc2ccccc2C1=O (centres undefined)	5	-33	-6	101	105	0	-5	-26	7.3
CCN(CC)CCNCc1ccc(OCc2ccc(Cl)nc2)c(OC)c1	-1	11	-3	101	95	1	-2	-1	-0.6
O=C(CSc1nc(Nc2ccccc2)nc(N2CCOCC2)n1)Nc1ccccc1Cl	-27	-2	-1	96	104	1	-13	2	3.0
Cc1ccnc(NC(=O)Cc2c(F)cccc2Cl)c1	0	-11	-10	110	107	3	-1	5	-0.6
O=C(NCCCn1ccnc1)C1CCCN(S(=O)(=O)c2cc(Cl)ccc2Cl)C1 (centres undefined)	7	2	-8	101	100	1	-5	-12	-0.3
CCSc1nnc(NC(=O)c2cccnc2Cl)s1	1	0	-2	95	111	6	-15	3	1.6
O=C(N/N=C/c1cc(Cl)c(O)c(Cl)c1)c1cc2c(ccc3ccccc32)o1	-7	-36	-3	98	102	5	42	45*	-0.7
O=C(CCNS(=O)(=O)c1ccc(Cl)cc1)N1CCC2(O)CCCCC2C1 (centres undefined)	-6	-9	1	98	97	-7	6	-3	1.2
Cc1nc(NCC2CCCO2)c2nnn(Cc3ccccc3Cl)c2n1 (centres undefined)	10	-20	.	109	107	5	-12	2	-4.5
NS(=O)(=O)c1cccnc1Nc1cccc(Cl)c1	1	-2	-5	105	106	7	-7	5	1.4
